Assay outcomes: PubChem, The Scripps Research Institute Molecular Screening Center
CHO-K1 Ca PAM – nonselective calcium activators in parental CHO-K1 cells, primary screen, counter-screen for M1 PAM project, cell-based, Fluo-8 calcium fluorescence, full deck, 1536-well. ATP EC20; 0% at ATP EC20, 100% at ATP max. activation, % at 3 µM. hit rate 0.02% among 360,000;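 active = activation above the run cutoff, the mean activation of all test compounds plus 3 SD, cut at about 40% in these data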;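 note: peak over basal fluorescence ratio in a 140 s read after ATP addition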
TAAR1 antag – human TAAR1 antagonists, primary screen, Fluo-8 calcium fluorescence, CHO RD-HGA16 cells | hit rate 1.5% among 360,000 | Trace amine-associated receptor 1 (Homo sapiens), Q96RJ0 | inhibition, % at 3 µM | antagonist;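 active = inhibition above a per-plate cutoff, the mean inhibition of test compounds on that plate plus 3 SD, cut at about 49% in these data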;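 note: 0% = DMSO plus EC80 beta-PEA response and 100% = DMSO alone without agonist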
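Assay system: CHO-derived RD-HGA16 cells stably expressing human TAAR1 plus Gα16. Timing: 140 s kinetic read after compound, 140 s after agonist. Technique: kinetic Fluo-8 calcium fluorescence measurement. Measure: % inhibition of agonist calcium response.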
CHRM1 agonist – human M1 muscarinic receptor agonists, primary screen, Fluo-8 calcium fluorescence, CHO-K1 cells, HTS; Muscarinic acetylcholine receptor M1 (Homo sapiens), P11229; activation, % at 3 µM; hit rate 0.33% among 360,000; CHO-K1 hM1, agonist mode; 0% DMSO, 100% acetylcholine EC100;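 active = activation above the run's mean compound activation plus 3 SD, cut at about 16% in these data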;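 note: peak over basal fluorescence ratio within a 140 s kinetic read after compound addition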
Target sequence (P11229 whole entry, looked up): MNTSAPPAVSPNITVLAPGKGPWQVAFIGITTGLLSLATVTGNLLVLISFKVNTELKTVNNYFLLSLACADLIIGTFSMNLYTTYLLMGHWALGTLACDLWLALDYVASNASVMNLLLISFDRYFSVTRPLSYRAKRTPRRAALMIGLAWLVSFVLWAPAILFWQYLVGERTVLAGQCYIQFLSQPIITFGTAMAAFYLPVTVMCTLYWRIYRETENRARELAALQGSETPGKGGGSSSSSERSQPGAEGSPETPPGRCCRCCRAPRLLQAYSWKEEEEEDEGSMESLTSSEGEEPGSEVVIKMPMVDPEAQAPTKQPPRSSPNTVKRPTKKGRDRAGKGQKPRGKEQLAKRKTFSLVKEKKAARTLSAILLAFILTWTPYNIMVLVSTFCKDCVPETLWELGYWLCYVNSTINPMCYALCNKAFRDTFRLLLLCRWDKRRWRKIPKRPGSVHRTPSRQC
CHO parental Ca – ATP-evoked calcium signal inhibitors, parental CHO, primary screen, counter-screen for OX1R antagonist project, cell-based, fluorescence, Fluo-8 calcium dye. parental CHO-K1, ATP-induced calcium, Fluo-8 fluorescence. inhibition, % at 5.6 µM. hit rate 0.63% among 330,000. AID 463079, 2010;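 active = inhibition above that plate's mean sample inhibition plus 3 SD, cut at about 26% in these data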;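 note: 0% = ATP-challenged DMSO wells and 100% = DMSO wells without ATP; some compounds past the cut are filed as inactive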
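Measured by: calcium-sensitive Fluo-8 fluorescence / Test system: CHO parental line / Controls: ATP-challenged DMSO wells low, unchallenged DMSO wells high / Measure: % inhibition / Compound: single nominal dose of 5.6 µM per compound / Replicates: single well per compound, no replicates / Reagent: ATP as calcium-mobilizing challenge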
CHO-K1 Ca antag – M1 antagonist counterscreen hit in parental CHO-K1 cells; ATP-induced calcium, Fluo-8 fluorescence; inhibition, % at 3 µM; hit rate 0.6% among 360,000; AID 602250;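 active = inhibition above a per-plate cutoff, the plate's mean sample inhibition plus 3 SD, cut at about 24% in these data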;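 note: 0% = DMSO plus EC80 ATP and 100% = DMSO alone without ATP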
TAAR1 ag – human TAAR1 agonists, primary screen, Fluo-8 calcium fluorescence, CHO RD-HGA16 cells; Trace amine-associated receptor 1 (Homo sapiens), Q96RJ0; hit rate 0.99% among 360,000; vehicle wells 0%, saturating PEA agonist 100%; activation, % at 3 µM; AID 624467, 2012;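 active = activation above the mean activation of all test compounds in the run plus 3 SD, cut at about 38% in these data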
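test system = CHO RD-HGA16 cells carrying human TAAR1 plus Gα16 | schedule = 17-24 h seeding, 75 min 37 °C dye, 30 min RT | compound dosing = 3 µM single concentration | control set = DMSO and PEA EC100 | replicates = n 1 | signal = Fluo-8 fluorescence, 5 s baseline then 140 s kinetic read | measure = percent activation vs PEA EC100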
OXTR potentiator – human OXTR potentiators, primary screen, fluorescence, CHO-OTR cells, Fluo-8 calcium | Oxytocin receptor (Homo sapiens), P30559 | activation, % at 3 µM | AID 2445, 2010 | hit rate 0.061% among 320,000 | Fluo-8 calcium fluorescence, potentiator mode; 0% = oxytocin EC15, 100% = EC100;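 active = activation above that plate's cutoff, the mean activation of tested compounds plus 3 SD, cut at about 6.6% in these data, passing the limit was not always enough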;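 note: 100% uses oxytocin at 75 nM as the full agonist control; some results filed as inactive read as strong as hits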
Target sequence (P30559 whole entry, looked up): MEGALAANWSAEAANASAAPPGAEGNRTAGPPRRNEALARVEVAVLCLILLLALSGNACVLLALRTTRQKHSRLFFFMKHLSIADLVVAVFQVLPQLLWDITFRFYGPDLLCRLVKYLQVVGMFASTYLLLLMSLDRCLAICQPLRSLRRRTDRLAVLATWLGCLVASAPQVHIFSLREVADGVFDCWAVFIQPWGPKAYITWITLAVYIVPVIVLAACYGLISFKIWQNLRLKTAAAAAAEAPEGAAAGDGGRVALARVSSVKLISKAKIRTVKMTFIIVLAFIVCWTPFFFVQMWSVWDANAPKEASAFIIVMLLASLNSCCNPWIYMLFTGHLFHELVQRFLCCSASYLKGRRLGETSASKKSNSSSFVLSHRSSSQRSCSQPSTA
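System: human OTR in CHO cells; Also added: sub-maximal oxytocin, roughly EC15; Timing: compound 6 min at room temperature before oxytocin, 100 s read; Technique: Fluo-8 intracellular calcium fluorescence, ex 470-495, em 515-575 nm; Controls: oxytocin EC15 low and EC100 high; Replication: singlicate.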
CHRM1 antagonist – human M1 muscarinic receptor antagonists, primary screen, CHO-K1 cells, Fluo-8 calcium fluorescence, 1536-well | Muscarinic acetylcholine receptor M1 (Homo sapiens), P11229 | CHO-K1 hM1, ACh EC80 antagonist | inhibition, % at 3 µM | hit rate 1.3% among 360,000 | AID 588852, 2011;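 active = percent inhibition above its own plate's cutoff, namely the mean of that plate's compound wells plus 3 SD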;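 note: peak over basal fluorescence ratio during 140 s after agonist addition; 0% = ACh EC80 plus DMSO and 100% = DMSO alone without agonist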
CHO-K1 Ca ag – counter-screen for M1 agonists: effect in parental CHO-K1 cells; Fluo-8 calcium fluorescence; scaled to maximal ATP response, vehicle zero; activation, % at 3 µM; hit rate 0.48% among 360,000; in the data active = activation above about 15%;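 note: untransfected CHO-K1 host cells lacking M1 receptor as counterscreen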
An asterisk follows results filed as active; nt = no result given.

Each structure is followed by: CHO-K1 Ca PAM, TAAR1 antag, CHRM1 agonist, CHO parental Ca, CHO-K1 Ca antag, TAAR1 ag, OXTR potentiator, CHRM1 antagonist, CHO-K1 Ca ag
> CCCC(=O)Nc1ccc(-c2cn3cccnc3n2)cc1
→ -11, 0, -4, -1, 11, 3, 1, -16, -0.2
> Cc1ccc(S(=O)(=O)N2CCCCC2)cc1NC(=O)C1CC(=O)N(c2ccc3c(c2)OCCO3)C1 (configuration not stated)
→ 7, 6, -5, -17, -9, -1, -6, -5, 0.1
> O=C(NCc1ccc(Cl)cc1)c1cc2c(nc3sccn32)s1
→ 0, 7, -2, -9, 9, 0, -15, -9, 0.5
> O=C(NC(=S)Nc1ccc(F)c(Cl)c1)C1CC1
→ 21, -17, -5, 7, -11, -1, -6, -20, 0.2
> COc1ccc(-c2cc(C(=O)OCC(=O)c3c(N)n(C)c(=O)n(C)c3=O)c3ccccc3n2)cc1
→ 0, -26, -5, -12, 0, 1, -9, -7, 0.7
> COc1ccc(CCNS(=O)(=O)c2c(C)nc3scc(C)n3c2=O)cc1OC
→ -9, -20, -3, 3, 12, 11, -13, -10, 0.0
> C[C@]12C=CC(=O)C=C1CC[C@@H]1[C@@H]2C(=O)C[C@@]2(C)[C@H]1CC[C@]2(O)C(=O)COC(=O)CCC(=O)O
→ 7, -11, -6, -1, -1, 5, 3, -1, -0.1
> CCN(CC)S(=O)(=O)c1ccc(C)c(NC(=O)CSc2nc3ccc(C)cc3[nH]2)c1
→ 11, 2, -9, -14, -2, 6, -11, 11, 1.7
> O=C(NNC(=O)c1cc(-c2ccc(Cl)cc2)nc2ccccc12)c1csc(N2CCOCC2)n1
→ 0, 36, -2, -14, -8, 7, -7, 7, 4.0
> COc1ccc(C(O)c2nc(-c3cc4ccccc4o3)cs2)cc1 (configuration not stated)
→ 12, 49*, 4, nt, -1, 32, nt, 1, 10
> CCOc1ccc(N(CC(=O)NC(C)(C)C)S(=O)(=O)c2c(C)noc2C)cc1
→ 8, -10, -4, -20, 2, -2, -5, -11, -0.2
> O=C(NCCS(=O)(=O)N1CCN(Cc2ccccc2)CC1)c1ccccc1
→ 7, -25, -2, -12, 4, 3, -3, -16, 1.1
> COc1cccc(NC(=O)CN(C)C(=O)CCCc2nc3ccccc3c(=O)[nH]2)c1
→ 18, 10, 1, -12, -21, 0, -5, -14, 0.7
> CCC(=O)N1CCc2cc(S(=O)(=O)Nc3ccc4c(c3)OCCO4)ccc21
→ 3, 24, 3, 13, 13, 8, -22, 8, 7.6
> CCC(C)NS(=O)(=O)c1ccc(S(=O)(=O)N2CC=C(c3ccc(F)cc3)CC2)cc1 (configuration not stated)
→ 17, 27, -2, -1, 0, 6, -10, 22, 3.0
> Cc1cc(C)c(S(=O)(=O)N(C2=NCCS2)S(=O)(=O)c2c(C)cc(C)cc2C)c(C)c1
→ 15, 0, -5, 4, -3, 12, -3, -6, 0.8
> O=C(N1CCOCC1)C12CC3CC(C1)CC(n1cnc(Cl)n1)(C3)C2
→ -11, -5, -3, -1, 12, -1, -8, 1, 0.1
> COc1ccccc1CNC(=O)c1cccc(NC(=O)c2ccccc2)c1
→ -11, 32, -7, -17, 11, 8, -12, 5, 2.3
> Cc1ccc(S(=O)(=O)N(CC(=O)NCC2CCCO2)Cc2ccc(F)cc2)cc1 (configuration not stated)
→ 13, -16, -5, -5, -13, 1, -7, -11, 0.4
> O=C(COC(=O)c1cnccn1)c1ccc2ccccc2c1
→ 4, -1, -3, 4, -11, 17, 2, -5, 1.7
> COc1ccc(C2(C)NC(=O)N(CC(=O)Nc3ccc(Br)c(C)c3)C2=O)cc1OC (configuration not stated)
→ -1, 27, -2, 0, 6, 10, -11, 4, 11
> Cc1csc(SCc2nc3sc4c(c3c(=O)[nH]2)CCC4)n1
→ 0, 0, -2, nt, -12, 13, nt, 0, 0.2
> Cc1cccc(S(=O)(=O)N2CN(CC3CCCO3)c3nc4ccccc4nc32)c1 (configuration not stated)
→ -7, -2, -4, -23, 2, 1, -3, 10, -0.1
> COc1cc(OC)c(C2N(c3ccccn3)C(=O)C3CCCN32)cc1OC (configuration not stated)
→ 18, -4, -2, -2, -11, 0, -12, -16, 0.2
> Cc1onc(-c2c(Cl)cccc2Cl)c1C(N)=O
→ 19, -5, -4, 3, -9, 4, -1, -6, 0.7
> CCOC(=O)c1ccc(CC(=O)c2ccc(O)cc2O)o1
→ 9, -24, -1, -3, -5, 1, -10, 0, 0.3
> S=C(NCCc1ccccc1)N1CCN(C(c2ccccc2)c2ccccc2)CC1
→ 12, 3, -9, -36, 1, 3, -7, 24, 0.3
> COc1ccc(NC(=O)C(=O)NCc2ccncc2)c(OC)c1
→ 0, -2, -2, 6, -2, 1, 3, -6, -0.7
> CN1CCN(C2=C(Cl)C(=O)C(c3cnc(N4CCCCC4)s3)=C(Cl)C2=O)CC1
→ 14, nt, -1, 4, 2, nt, 2, -8, 0.1
> C[C@H](NC(=O)C1CC(=O)N(c2ccc3c(c2)OCCO3)C1)C(=O)NCc1ccco1 (some centres not stated)
→ 4, -17, -2, 1, -6, 1, -11, -2, 0.0
> Cc1ccc(NC(=O)c2ccc([N+](=O)[O-])o2)c(C)c1
→ 15, 3, -2, -2, -4, 3, -1, -17, -1.1
> Nc1c(C(=O)CSc2nnnn2-c2ccccc2)c(=O)[nH]c(=O)n1C1CC1
→ 30, -8, -2, -9, -21, 0, 3, -16, 1.9
> CC(C)Oc1cccc(NC(=O)c2cnccc2C(F)(F)F)c1
→ 19, -7, -4, -12, -9, 1, 9, -13, 1.6
> Cc1ccc(-c2cn3c(n2)SCC3)cc1
→ 13, 5, -8, -23, 4, 0, -10, -9, 0.1
> O=C(C1CCN(Cc2ccc(Cl)cc2)CC1)N1CCN(Cc2ccc3c(c2)OCO3)CC1
→ 14, 2, -4, -3, -10, 2, -4, -24, 6.2
> Cc1ccc(CN(CC(=O)NC2CCCC2)C(=O)c2csnn2)cc1
→ 12, 5, 1, -11, -12, -4, -4, 1, -0.2
> O=C1CN(S(=O)(=O)c2ccc(Cl)cc2C(F)(F)F)CCN1
→ -6, -10, -3, -6, -7, 1, -20, -5, 1.3
> COc1ccccc1C(C)NC(=O)CCC(=O)N1CCN(S(=O)(=O)c2ccc(Cl)cc2)CC1 (configuration not stated)
→ -8, 5, -1, nt, 11, 2, nt, 2, 4.6
> CC(=O)CSc1nnc(-c2ccc3c(c2)OCO3)o1
→ -8, -15, -1, -4, 20, 2, -16, -9, 0.0
> OCC1(Cc2cccc(Cl)c2)CCCN(Cc2sc(N3CCCC3)nc2Cl)C1 (configuration not stated)
→ -18, 0, -3, -16, -13, 2, -3, 4, 1.1
> COc1ccc(C2=NS(=O)(=O)N(C)C(C(=O)NCc3cccs3)=C2)cc1OC
→ 14, 27, 1, -5, -3, 4, -5, 4, 4.5
> COCCCNC(=S)N1CCN(C(=O)c2ccco2)CC1
→ 1, -6, -6, -9, 6, 2, -5, -1, 0.5
> COc1ccc(NC(=O)COc2nsnc2N2CCCCC2)cc1
→ -11, -3, -4, -27, -7, 16, -6, -7, 0.5
> CCN(CCO)C(=S)Nc1cc(C(=O)OC)ccc1C(=O)OC
→ 11, -21, -2, -2, -1, 1, -1, -1, 0.0
> Cc1cccc(C(=O)NCCN2CCOCC2)c1[N+](=O)[O-]
→ -11, 10, -4, -4, 9, 2, -1, -3, -0.1
> NC(=O)c1cc(S(=O)(=O)N2CCc3ccccc3C2)cs1
→ -10, -7, -1, -8, -6, 1, -15, 19, 2.3
> CC(C)CC(COCc1ccc(Cl)cc1)N1CCN(C(=O)c2cccc(C(F)(F)F)c2)CCC1=O (configuration not stated)
→ -4, 4, -5, -35, 5, 3, -6, 15, -0.9
> CNC(=O)CN1C(=O)COc2ccc(S(=O)(=O)N3CCCCCC3)cc21
→ 0, -8, -2, -7, -19, 1, -4, -10, -0.2
> CCOC(=O)N1CCN(C(=S)Nc2ccc(C)cc2C)CC1
→ 21, -1, 13, -1, -8, 3, -13, 4, 0.3
> CCc1ccc(Nc2ncc3c(n2)CC(C)CC3=O)cc1 (configuration not stated)
→ 10, -11, -2, -4, -18, 2, -1, -5, 1.1
> COc1ccc(C(=O)OCC(=O)Nc2ccc(Cl)cn2)cc1
→ -11, -20, 0, -15, -6, 0, -5, 3, 0.3
> Cc1ccc(S(=O)(=O)N2CCN(C(=O)CN3C(=O)NC(C)(c4ccc(Cl)cc4)C3=O)CC2)c(C)c1 (configuration not stated)
→ 3, 18, -4, 3, -15, 9, -7, 10, 6.3
> Cc1cccc2c(C(=O)Nn3cnnc3)cc(-c3ccccc3Cl)nc12
→ 15, -24, -1, -7, -5, 1, -1, -10, -0.4
> CC[C@@H](C)C(NC(=O)OC(C)(C)C)c1cn([C@@H](Cc2ccc(O)cc2)C(=O)N2CCN(C(=O)OC(C)(C)C)CC2)nn1 (some centres not stated)
→ 10, 13, -6, -19, -26, 5, -15, -4, 0.6
> N#CCCn1cc(C(N)=O)c(-c2ccc3ccccc3c2)n1
→ 9, -1, -9, -10, -5, 2, -7, -8, 0.2
> COc1ccccc1CN(C)C(=O)c1cc(-c2cccs2)nc2ccccc12
→ 0, 70*, -4, -13, -4, 12, -11, 27*, 6.9
> O=C(c1ccc(N2CCOCC2)c([N+](=O)[O-])c1)N1CCCC(C(F)(F)F)C1 (configuration not stated)
→ 6, -14, -2, 0, 1, 3, 1, 9, 0.9
> O=C(O)CSc1nnc(-c2ccccc2)c(-c2ccccc2)n1
→ 7, -37, -4, -1, -8, 2, 1, -15, -0.6
> Cn1nc(C(=O)Nc2ccccc2N2CCOCC2)ccc1=O
→ 9, -18, -5, -6, -18, 2, -4, 1, 0.5
> CCOc1ccc(NC(=O)CN(C)C(=O)c2c(C)nn(-c3ccc(F)cc3)c2Cl)cc1OCC
→ -13, -34, -5, -16, 7, -1, 4, -16, -0.5
> CN1C(=O)/C(=C2\SC(N3CCCCCC3)=NC2=O)c2ccccc21
→ 22, 5, -6, -29, -6, 4, -5, -12, 1.3
> CCC(C)NC(=O)NCc1ccccc1F (configuration not stated)
→ 25, 23, -6, -6, -12, 0, -12, -3, 3.0
